AP complement – alternative pathway complement inhibition, orthogonal assay; Human serum alternative complement pathway, LPS-coated ELISA, C3 deposition; tested in compound mixtures; inhibition, % at 5 µM; 0.08% of 62,000 active; AID 1235;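 active = inhibition above 30% in each of the two pooled mixtures holding the compound, so the lower value exceeds 30%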;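 note: 0% = serum in Mg-EGTA without compound and 100% = EDTA serum blank; some compounds past the cut are filed as inactive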
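Assay system: human serum alternative complement pathway, C3 deposition on LPS-coated wells; Dosing: 5 µM per compound in ten-compound mixtures; Detection: Anti-C3 ELISA, OD 450 nm; Buffer or medium: Mg2+-EGTA GVB++ buffer containing human serum at 1:15 dilution; Timing: 1 h at 37 °C; Replication: two different pools per compound.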
SF1 activator – activators of human nuclear receptor SF-1; Q13285; CHO-K1 Gal4-SF-1 LBD luciferase reporter; % increase over DMSO SF-1-specific signal; activation, % at 10 µM; 1.9% of 65,000 active;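 active = activation above the mean activation of all tested compounds plus 3 SD, cut at about 50% in these data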
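System: CHO-K1 cells with Gal4–hSF-1 LBD chimera plus Gal4-driven luciferase; quantity: 4,000 CHO-K1 cells per well; compound: one dose, 10 µM compound, 1% DMSO; times: 20 h compound treatment, 37 °C; measured by: SteadyLite luciferase luminescence; read-out: percent activation versus DMSO; benchmarks: DMSO and mock-transfected background; replicates: one test per compound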
5-HT1A blocker – blocks the human serotonin 5-HT1a receptor; inhibition, % at 10 µM; CHO 5-HT1a Ga15 NFAT-bla reporter, antagonist mode; AID 612; P08908; 0.68% of 62,000 active;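 active = inhibition above the mean of all tested compounds plus 3 SD, cut at about 43% in these data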;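 note: receptor stimulated by 5-CT agonist at 100 nM near EC80; beta-lactamase reporter measured by ratiometric fluorescence of a cleavable substrate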
Ecoli tolC – growth inhibitors of E. coli BW25113 tolC mutant | 2.2% of 65,000 active | OD615 | growth inhibition, % at 10 µM (by protocol);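 active = growth inhibition at or above a cutoff equal to the mean over every tested compound plus 3 SD, cut at about 60% in these data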;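 note: growth measured after 20 h incubation at 37 °C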
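Doses: one dose of 10 µM final / Material: E. coli BW25113 ΔtolC::kan, tolC deletion mutant strain / Buffer or medium: LB with kanamycin 50 µg/mL / Evaluation: percent growth inhibition / Detection: optical density read at 615 nm / Incubation: 37 °C, 20 h exposure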
S1P3 agonist – S1P3 (human) receptor agonism | 0.1% of 60,000 active | S1P3 NFAT-BLA reporter cells, FRET ratio; relative to 1 µM S1P, basal subtracted | activation, % at 4.5 µM | AID 373 | Q99500;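 active = activation above the screen-wide mean plus 3 SD, cut at about 4.5% in these data, passing the limit was not always enough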; note: some compounds called inactive have numbers as strong as hits
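Material: Human S1P3 NFAT-BLA reporter CHO cells | Incubation: Overnight plating, 4 h compound 37 °C, 2 h substrate RT | Signal: FRET β-lactamase substrate fluorescence, excitation 405 nm, 460/535 nm emission ratio, background-subtracted | Compound: 4.5 µM final, single dose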
HTR1E antagonist – 5-HT1E (human) receptor antagonism | P28566 | CHO 5-HT1E Ga15 NFAT-bla reporter, FRET, antagonist | 0.99% of 65,000 active | inhibition, % at 6 µM;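 active = inhibition above a set limit, the mean inhibition across every tested compound plus 3 SD, cut at about 29% in these data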;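 note: signal is the 460 over 535 nm emission ratio of beta-lactamase substrate; 0% = agonist plus DMSO wells and 100% = wells without agonist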
Target sequence (P28566 whole entry, looked up): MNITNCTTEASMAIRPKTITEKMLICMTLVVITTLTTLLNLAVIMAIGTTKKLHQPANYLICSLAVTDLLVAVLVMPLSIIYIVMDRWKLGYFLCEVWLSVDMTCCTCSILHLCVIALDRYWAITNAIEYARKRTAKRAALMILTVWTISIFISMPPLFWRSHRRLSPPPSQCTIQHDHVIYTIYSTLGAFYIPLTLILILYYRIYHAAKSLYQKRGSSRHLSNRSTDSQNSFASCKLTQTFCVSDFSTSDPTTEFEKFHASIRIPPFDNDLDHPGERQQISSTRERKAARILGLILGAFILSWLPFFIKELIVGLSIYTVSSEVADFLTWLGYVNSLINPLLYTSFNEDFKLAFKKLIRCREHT
S1P1 ag pot – S1P1 (human) agonism or agonism potentiation | AID 449 | activation, % at 9.5 µM | S1P1 CRE-bla cells, forskolin, beta-lactamase FRET, potentiator mode; S1P1 agonist co-added at EC20, 2 nM; 100% = saturating reference agonist, 0% = basal | 0.57% of 56,000 active;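 active = activation above a cutoff set at the mean activation of all tested compounds plus 3 SD, cut at about 54% in these data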;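 note: forskolin at 4 µM as EC80 and the EC20 agonist is SEW2871; 100% = SEW2871 at its EC100 plus forskolin at EC80; some compounds past the cut are filed as inactive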
Target sequence (P21453 whole entry, looked up): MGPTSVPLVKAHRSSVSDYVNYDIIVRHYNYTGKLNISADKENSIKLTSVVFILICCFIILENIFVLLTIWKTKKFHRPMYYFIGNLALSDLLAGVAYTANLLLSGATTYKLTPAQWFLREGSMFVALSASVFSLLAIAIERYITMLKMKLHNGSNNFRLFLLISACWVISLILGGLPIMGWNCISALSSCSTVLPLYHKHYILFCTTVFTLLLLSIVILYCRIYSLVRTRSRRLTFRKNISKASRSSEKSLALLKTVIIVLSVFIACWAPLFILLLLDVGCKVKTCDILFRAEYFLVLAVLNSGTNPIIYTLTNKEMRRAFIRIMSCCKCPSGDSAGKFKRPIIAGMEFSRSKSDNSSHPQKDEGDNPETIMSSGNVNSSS
RORA act – RORA (human) activation; activation, % at 10 µM; CHO-K1 Gal4-RORA LBD luciferase reporter, luminescence; percent increase over mock-subtracted basal signal; P35398; 1.5% of 65,000 active;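 active = activation above the mean of all tested compounds plus 3 SD, cut at about 49% in these data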;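 note: 0% = DMSO-treated RORA cells and 100% = added signal equal to DMSO minus mock-transfected cells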
5HT1E ag – agonists of human 5-HT1E serotonin receptor. CHO 5-HT1E Ga15 NFAT-bla reporter, FRET; 0% DMSO wells, 100% control agonist wells. activation, % at 6 µM. 0.69% of 65,000 active. AID 574;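 active = activation above a set limit, the screen-wide mean activation plus 3 SD, cut at about 8.5% in these data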;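 note: 100% = positive control agonist at 1 µM giving full maximal response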
Starred values were filed as active, the others as inactive; x = no result given.

SMILES | AP complement | SF1 activator | 5-HT1A blocker | Ecoli tolC | S1P3 agonist | HTR1E antagonist | S1P1 ag pot | RORA act | 5HT1E ag
COc1cc(NC(=O)NC(C)(C(F)(F)F)C(F)(F)F)cc(OC)c1OC | -8 | 1 | x | 10 | -2.2 | 3 | -12 | -8 | -0.5
COC(=O)c1ccc(C2CC(=O)Nc3cc(OC)c(OC)c(OC)c32)cc1 (centres undefined) | 3 | 4 | 0 | 9 | -0.2 | -6 | x | -14 | 0.3
COC(=O)CN1C2(C#N)CCCCC2CC2CCCCC21C#N (centres undefined) | x | -6 | x | 5 | -3.9 | 4 | 2 | -22 | 0.0
COc1cccc2cc(C(=O)C3=C(O)C(=O)N(CCCN(C)C)C3c3ccncc3)oc12 (centres undefined) | -19 | 12 | 0 | -5 | -0.3 | -2 | 0 | -11 | -0.6
Cc1ccc(N2CC(C(=O)NCC3CCCO3)CC2=O)cc1Cl (centres undefined) | 9 | 6 | -7 | -10 | 0.1 | -5 | x | -10 | 0.4
CCOC(=O)C1=C(c2ccccc2)Nc2ncnn2C1c1cc(OC)cc(OC)c1OC (centres undefined) | -5 | -19 | -6 | 3 | -0.5 | 3 | 6 | -22 | -0.1
Nc1nc2ccc(Oc3ccccc3)cc2s1 | 16 | 43 | 16 | 26 | -1.2 | 4 | 3 | 33 | -0.8
COCCCn1c(SCC(=O)N2CCc3ccccc32)nnc1-c1ccoc1C | 10 | 2 | 13 | -3 | -1.6 | 1 | -1 | -1 | 0.1
O/N=C1/CC/C(=N\O)c2nn(-c3ccccc3)nc21 | 8 | 39 | 11 | 3 | -1.0 | 8 | -11 | 7 | -0.2
CCS(=O)(=O)N1CCN(c2nc(-c3ccccc3)cs2)CC1 | x | 13 | 18 | 18 | -1.1 | 1 | -4 | 19 | 0.7
O=C(Nc1ccccc1C(F)(F)F)N1CCN(c2ccc3nnc(-c4ccc(F)cc4)n3n2)CC1 | 7 | -19 | -26 | 12 | -0.7 | -9 | -32 | 0 | -0.7
CC1CN(C(=O)c2cccc(C(=O)N3CC(C)OC(C)C3)c2)CC(C)O1 (centres undefined) | 15 | 7 | 5 | -18 | 0.1 | 3 | 14 | -2 | -0.3
CCN(C(C)=O)c1nnc(CSc2nc3ccccc3s2)s1 | 4 | 29 | -12 | 27 | -0.3 | 2 | x | 17 | -0.1
Cc1cc(C)nc(NC2=NCCN2C(=O)NC2CCCCC2)n1 | 7 | -5 | 2 | -3 | 0.1 | 17 | 9 | 8 | -0.2
CCOC(=O)N1CCC(NC(=O)c2ccc3nc(N4CCOCC4)sc3c2)CC1 | 19 | -5 | -1 | -6 | -0.2 | -3 | 9 | -1 | -0.6

Molecules shown so far with an aryl thioether with sulfur outside any ring:
SMILES | AP complement | SF1 activator | 5-HT1A blocker | Ecoli tolC | S1P3 agonist | HTR1E antagonist | S1P1 ag pot | RORA act | 5HT1E ag
COCCCn1c(SCC(=O)N2CCc3ccccc32)nnc1-c1ccoc1C | 10 | 2 | 13 | -3 | -1.6 | 1 | -1 | -1 | 0.1
CCN(C(C)=O)c1nnc(CSc2nc3ccccc3s2)s1 | 4 | 29 | -12 | 27 | -0.3 | 2 | x | 17 | -0.1

Further structures follow:
SMILES | AP complement | SF1 activator | 5-HT1A blocker | Ecoli tolC | S1P3 agonist | HTR1E antagonist | S1P1 ag pot | RORA act | 5HT1E ag
CC1(C)C(c2ccccc2)=NC(c2ccc(F)cc2)N1O (centres undefined) | 11 | -16 | 19 | -13 | 0.1 | 3 | -14 | 2 | -0.5
O=C(CN1C(=O)c2ccccc2S1(=O)=O)Nc1ccc(S(=O)(=O)N2CCCCC2)cc1 | -6 | -5 | 10 | 4 | -1.4 | -3 | 14 | -15 | -0.9
O=C(Oc1ccc(-c2nnco2)cc1)N1CCOCC1 | x | 6 | -4 | -7 | 0.1 | -13 | 0 | -2 | -0.8
C=CCOc1cccc(C2/C(=C(/O)c3ccc(F)cc3)C(=O)C(=O)N2CCN2CCOCC2)c1 (centres undefined) | 18 | -9 | -4 | -4 | -0.1 | 4 | -3 | 3 | 0.5
CCOC(=O)CSc1nc2cc(C(=O)NCC3CCCO3)ccc2c(=O)n1Cc1ccco1 (centres undefined) | 0 | 0 | -11 | 3 | x | 7 | x | 30 | -0.8
CCn1c(N)c(C(=O)NCc2ccco2)sc1=S | -2 | 3 | 9 | -8 | -0.9 | -2 | -18 | 19 | -1.0
O=C1CC(c2ccccc2)C(C(=O)O)N1 (centres undefined) | 32 | -9 | -1 | -8 | 3.4 | -7 | -24 | 10 | -0.3
CCOc1ccc(NC(=O)C2CCC(N3C(=O)C4CC=CCC4C3=O)CC2)cc1 (centres undefined) | 2 | 8 | -6 | 4 | 0.1 | 3 | -6 | -5 | -0.7
COc1ccc(Cn2nnnc2CN2CCC(c3nc4ccccc4s3)CC2)cc1 | 24 | 7 | 8 | 24 | -1.0 | 9 | 14 | -3 | 0.1
Cc1ccc2c(c1)nc(NCCO)n2C | 10 | -1 | -14 | -25 | -0.7 | -8 | -23 | -4 | 0.5
COc1ccc(NCc2ccc3c(c2)OCO3)cc1Cl | 7 | 12 | 16 | 27 | -0.5 | 9 | -18 | 13 | -0.9
COc1cc2c(=O)n(Cc3ccccc3)c(=O)n(CC(=O)NCc3ccco3)c2cc1OC | -1 | 1 | -1 | -17 | 0.4 | -3 | 0 | -17 | 0.7
Cc1cc(CN2C(=O)c3ccccc3C2=O)no1 | 3 | 13 | 7 | -5 | -1.6 | -8 | -2 | -6 | -0.3
CCN1CCCC1CNCc1ccc(Cl)cc1Cl (centres undefined) | 6 | -11 | 12 | 8 | 0.6 | 3 | -18 | -6 | -0.2
O=C(O)CS(=O)(=O)c1ccc(Oc2ccc(S(=O)(=O)CC(=O)O)cc2)cc1 | -11 | -16 | 1 | -8 | -0.2 | 5 | -14 | -15 | 0.3
CCOC(=O)CCCNC(=O)CCNC(=O)c1ccc(OCC)cc1 | 13 | 6 | -6 | -6 | 0.6 | 1 | -20 | -12 | 0.3
CCOC(=O)c1ccc2nc(NC(NC(C)=O)(C(=O)OC)C(F)(F)F)sc2c1 (centres undefined) | -3 | 11 | x | 10 | -5.7 | 20 | -3 | -13 | -0.5
CCc1ccc(NC(=O)CN(c2ccc3c(c2)OCO3)S(=O)(=O)c2c(C)noc2C)cc1 | 8 | -8 | 7 | -9 | -1.5 | 0 | -2 | 6 | -0.1
CC(=O)NC1N=C(C)N(c2ccccc2)C1=O (centres undefined) | 14 | -13 | 0 | -12 | x | 4 | x | 2 | -0.9
COCCOC(=O)c1[nH]c2c(c1C)C(=O)CC(c1cc(OC)ccc1OC)C2 (centres undefined) | 17 | 7 | 27 | -10 | -0.7 | 22 | 7 | 75* | -0.5
Cc1cc(=O)[nH]c(SCC(=O)Nc2ccc(Br)cn2)n1 | 12 | 0 | 12 | 0 | -1.3 | 18 | x | -2 | -0.5
Cc1cccc(C)c1NC(=O)CSCC(=O)c1ccc(O)c(O)c1 | x | 3 | x | 19 | -2.7 | -6 | 20 | 11 | -0.9
Cc1ncoc1C(=O)NCc1ccccc1Cl | -1 | -3 | 3 | -3 | 0.3 | 3 | 19 | -14 | -0.5
Cc1cc2n(n1)C(c1ccccc1Cl)Nc1ccccc1-2 (centres undefined) | -4 | -6 | 20 | 22 | 0.8 | 6 | -12 | -23 | -1.4
Cc1ccc(-n2nc3c(c2NC(=O)c2c(-c4ccccc4Cl)noc2C)CS(=O)(=O)C3)c(C)c1 | -1 | 9 | 14 | 6 | x | 6 | x | -7 | -0.5
COc1ccc(-n2c(=O)cc(N3CC(C)OC(C)C3)[nH]c2=O)cc1 (centres undefined) | 0 | -16 | -9 | 5 | -0.8 | -3 | -13 | -9 | -0.7
O=C(Cn1c(-c2ccccc2)noc1=O)Nc1ccc(S(=O)(=O)N2CCOCC2)cc1 | 19 | -12 | -3 | -24 | 0.1 | -6 | 0 | -20 | -0.2
CC(=O)N1CCc2cc(S(=O)(=O)NCCN3CCC(C)CC3)ccc21 | 14 | -5 | 6 | -5 | x | 7 | x | -6 | -0.3
COc1ccccc1NC(=O)CN1CCC(n2nnc3cc(F)ccc32)CC1 | -7 | 6 | 12 | 28 | -1.2 | 10 | -3 | 0 | 0.0
CSc1nnc(-c2ccco2)n1-c1ccccc1 | 6 | -14 | 4 | -3 | -0.8 | 1 | -13 | -22 | -0.4
COc1cccc(C2=NOC(C(=O)NCc3ccccc3)C2)c1 (centres undefined) | 12 | 15 | 13 | 4 | 0.3 | 25 | 18 | -15 | -0.1
CCOC(=O)C1=C(N)N2C(=O)CSC2=C(C(=O)OC)C1 | x | -4 | x | 4 | -3.2 | 2 | -2 | 0 | -0.2
COc1ccccc1-c1cc2nc(C)c(CCC(=O)NCc3ccco3)c(C)n2n1 | 6 | -11 | 0 | 5 | 0.1 | -6 | -5 | -12 | 0.3
CCn1cc(C(=O)O)c(=O)c2cc(F)c(N3CCNCC3)cc21 | 11 | 10 | x | 1 | 0.9 | -4 | -19 | -12 | 0.8
O=C(CSc1nc2ccccc2c(=O)n1CC1CCCCC1)N1CCOCC1 | x | 3 | x | 12 | -3.8 | 3 | 2 | -18 | 0.4
O=C(CC1COc2ccccc2O1)Nc1ccccn1 (centres undefined) | 17 | 30 | -6 | 2 | -0.4 | -4 | -12 | -6 | 0.4
Cc1cc(N2C(=O)C3C4c5ccccc5C(c5ccccc54)C3C2=O)no1 (centres undefined) | 2 | -2 | 8 | 23 | -2.3 | 5 | 3 | -4 | -0.1
O=C(NCCN1CCCCC1)/C(=N\O)c1ccccc1 | x | -2 | x | -4 | -0.5 | 5 | -14 | -10 | 0.8
C#CCNc1nc(C(C)C)nc2c1nnn2Cc1ccccc1F | 16 | 0 | 17 | 36 | -0.4 | 23 | 11 | 2 | -0.3
CC(C)OC(=O)C(C#N)c1nc2ccccc2nc1N1CCN(Cc2ccc3c(c2)OCO3)CC1 (centres undefined) | 11 | 4 | x | 1 | 0.9 | -4 | 0 | -13 | -0.6
CCN(CC)C(=O)CCC(=O)Nc1ccc(C(=O)OC)cc1 | 12 | -5 | -3 | -13 | 1.3 | -3 | -23 | -3 | 20*
COC(=O)COc1ccc(S(=O)(=O)N2CCOCC2)cc1 | -2 | -9 | -4 | -14 | -0.4 | 4 | -2 | -1 | -0.6

High-throughput results (PubChem)

Random draw from the library. Share with any hit: about 7.1%.
